Source: PubChem (several laboratories)
KCC2 mod: KCC2 cotransporter modulators, thallium flux, primary screen, cell-based, HEK293 KCC2, FluoZin-2 fluorescence, MLSMR | 190,000 compounds, 2.2% hits | B-score of Tl+ flux slope (higher = more flux/activation; lower = inhibition) at 10 µM | Solute carrier family 12 member 5 (Homo sapiens), Q9H2X9 | KCC2 cells, thallium flux FluoZin-2 fluorescence;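 active = thallium flux slope and its plate-corrected score both differing from the plate sample mean at a set confidence after two filtering rounds, in either direction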;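 also: slope of fluorescence scaled to starting intensity during 10 to 20 s after thallium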
eIF4E 4G PPI: eIF4E–eIF4G protein interaction inhibitors, primary screen, biochemical, uHTS, TR-FRET, eIF4GI fragment. TR-FRET eIF4E-eIF4GI(517-606) binding, 2 h. AID 782, 2007. 220,000 compounds, 0.37% hits. inhibition, % at 21.7 µM;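 active = inhibition above about 30%, limit read from the data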;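 also: 0% = full FRET control wells and 100% = background wells lacking eIF4GI fragment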
L929 necroptosis: inhibitors of zVAD-triggered necroptosis, primary screen, L929 cells; L929 zVAD necroptosis rescue, ATP luminescence, 24 h; with zVAD 60 µM; viability rescue, % at 10 µM; 220,000 compounds, 0.38% hits; AID 1377, 2008;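 active = activation, scaled between plate controls, above about 75%, limit read from the data; inactive = activation under that limit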;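 also: 0% = zVAD with DMSO and 100% = DMSO alone without zVAD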
Calpain2 inh: inhibitors of pig calpain II, primary screen, biochemical, fluorogenic peptide substrate, 1536-well; purified calpain II, 30 min; inhibition, % at 16 µM; 220,000 compounds, 0.37% hits; AID 1236, 2008;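 active = inhibition above about 50%, limit read from the data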
Rad51 HR inh: human RAD51 strand exchange inhibitors, primary screen, biochemical, fluorescence; DNA repair protein RAD51 homolog 1 (Homo sapiens), Q06609; hRad51 DNA strand exchange, fluorescence dequenching; inhibition, % at 10 µM; 200,000 compounds, 0.085% hits;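 active = inhibition above 40% at the single screening dose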;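 also: 0% = DMSO control wells and 100% = blanks with heterologous ssDNA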
Target sequence (Q06609 whole entry, looked up): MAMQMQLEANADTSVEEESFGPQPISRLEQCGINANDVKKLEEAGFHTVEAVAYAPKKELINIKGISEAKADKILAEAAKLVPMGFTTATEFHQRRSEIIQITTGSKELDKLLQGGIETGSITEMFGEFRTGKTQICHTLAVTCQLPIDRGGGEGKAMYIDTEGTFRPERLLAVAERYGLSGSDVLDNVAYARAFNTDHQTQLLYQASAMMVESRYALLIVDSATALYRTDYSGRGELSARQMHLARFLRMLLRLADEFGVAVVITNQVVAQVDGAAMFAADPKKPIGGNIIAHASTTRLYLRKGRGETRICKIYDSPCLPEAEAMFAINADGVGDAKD
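material = hRad51 filaments on single-stranded DNA | reagent = Donor/quencher-labelled 47-bp dsDNA substrate | compound = 10 µM final, single point | schedule = strand-exchange reaction 15 min at room temperature | measured by = fluorescein emission 520 nm, excitation 485 nm | read-out basis = % inhibition versus plate control and blank means | benchmarks = plate controls and plate blanks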
Mdm2 ligase inh: MDM2-luciferase reporter signal enhancers, primary screen, MDM2 E3 ligase inhibitor project, cell-based, luminescence, 1536-well. 210,000 compounds, 0.11% hits. E3 ubiquitin-protein ligase Mdm2 (Homo sapiens), Q00987. signal enhancement, % at 5 µM. cell-based MDM2 ubiquitination luciferase reporter, 2 h; 0 = plate control, 100 = twice control, blank-subtracted. AID 1230, 2008;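 active = signal enhancement of 30% or more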;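 also: luminescence tracks abundance of the self-degrading MDM2-luciferase fusion protein; higher signal means inhibition of MDM2 E3 ligase activity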
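Test system: mammalian cells stably expressing self-ubiquitinating, self-degrading MDM2 E3–luciferase fusion; Amount: 2000 cells in each well; Medium: DMEM; Schedule: 4 h settle plus 2 h compound, 37 °C; Technique: SteadyLite luciferase luminescence after 15 min room-temperature reagent incubation; Benchmarks: plate control and blank wells.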
PERK inhibitor: block of dimerizer-induced PERK translation repression, primary screen, PERK inhibitor project, CHO PERK-DD cells, SEAP luminescence, HTS; Eukaryotic translation initiation factor 2-alpha kinase 3 (Homo sapiens), Q9NZJ5; CHO PERK-DD fusion, SEAP luminescence translation reporter; inhibition, % at 5.6 µM; 220,000 compounds, 0.17% hits;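 active = inhibition above the mean inhibition of all tested compounds plus 3 SD, set separately per screening campaign, cut at about 2.9% in these data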;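 also: PERK kinase domain activated by AP20187 dimerizer at 100 nM; 0% = DMSO with dimerizer and 100% = rapamycin at 8.4 µM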
TNF death inh: inhibitors of TNF-alpha triggered necroptosis, primary screen, cell-based, Jurkat FADD-/-, single concentration; Jurkat FADD-/- TNF necroptosis rescue, ATP luminescence, 24 h; 0 = TNF only, 100 = no-TNF cells; activation (protection from cell death), % at 10 µM; 220,000 compounds, 0.068% hits; AID 463075, 2010;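 active = activation, meaning protection from cell death, of at least 50% relative to plate controls; inactive = activation below 50%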;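 also: necroptosis triggered by 40 ng/mL TNF-alpha added together with compound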
EBV gp42 inh: Epstein-Barr virus gp42 inhibitors, primary screen, biochemical, uHTS, fluorescence polarization; 220,000 compounds, 0.42% hits; inhibition, % (tested at 21.74 µM); AID 1085, 2008; Glycoprotein 42 (Epstein-Barr virus (strain AG876)), Q1HVG2; Fluorescence polarization binding assay, mP read-out; in the data active = inhibition above about 50%
Target sequence (Q1HVG2 whole entry, looked up): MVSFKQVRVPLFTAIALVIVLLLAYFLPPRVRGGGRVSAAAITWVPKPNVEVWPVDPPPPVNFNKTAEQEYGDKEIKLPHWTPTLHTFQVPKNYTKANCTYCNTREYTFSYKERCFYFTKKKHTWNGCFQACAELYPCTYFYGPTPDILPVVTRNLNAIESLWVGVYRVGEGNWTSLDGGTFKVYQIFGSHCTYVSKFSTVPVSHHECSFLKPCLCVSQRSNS
Active calls of the source: *; i = inactive; nt = not tested or not shown; [ ] = another dose, or the depositor's remark.

Results follow in this order: KCC2 mod	eIF4E 4G PPI	L929 necroptosis	Calpain2 inh	Rad51 HR inh	Mdm2 ligase inh	PERK inhibitor	TNF death inh	EBV gp42 inh
[1] NC(Cc1ccc2nsnc2c1)C(=O)O (configuration not stated)
  0.1	nt	-0.8	nt	10	nt	0.0	0.0	nt
[2] CCn1c(O)c(N=NC(=O)C(O)c2ccccc2)c2ccccc21 (configuration not stated)
  0.019	1	1.2	-6	20	-15	-1.9	-4.1	-8
[3] COCC(=O)Nc1nc2ccc(C)cc2s1
  0.19	5[fluorescence artefact?]	1.5	-5	-1	-43	0.9	-2.0	2
[4] COc1ccc(N2CCN(CCCNC(=S)Nc3c(C)cccc3C)CC2)cc1
  -0.64	-2	-1.0	-19	3	-1	-0.2	-1.1	-5
[5] O=C(CSc1nccn1Cc1ccccc1)NCc1ccccc1
  -2	7[fluorescence artefact?]	0.7	-27	4	-16	-0.1	1.2	-10
[6] CCOC(=O)c1cc2c(nc1NC(=S)Nc1ccccc1)CC(C)(CC)OC2 (configuration not stated)
  -0.66	-2	-0.5	33	-3	-16	0.8	0.4	-10
[7] CCOC(=O)C1C(=O)OC(C)(C)C1C(CC)C(=O)c1ccccc1 (configuration not stated)
  -1.1	5	-0.4	8	8	-11	1.0	-0.6	-2
[8] CCOCCCNC(=O)CN(c1cc([N+](=O)[O-])ccc1OC)S(C)(=O)=O
  0.34	11	6.0	26	3	-9	-0.2	-0.7	1
[9] O=c1[nH]c(-c2ccccc2)c(-c2ccccc2)[nH]1
  0.26	-1	0.1	-414	-2	-7	0.7	-6.0	-6
[10] CCOC(=O)C1CCN(C(=O)Nc2ccc3nccnc3c2)CC1
  -1	2	-0.2	i	8	3	-0.8	-0.9	-10
[11] CCCCCCc1cc2cc(C(=O)Nc3cccc(OC)c3)c(=O)oc2cc1O
  0.071	7[fluorescence artefact?]	4.8	-71	-5	-28	0.2	-2.3	-11
[12] CCc1cccc2c(=O)c(C(=O)NCCCOC)c[nH]c12
  0.54	3	1.4	15	nt	-11	-0.3	1.4	-6
[13] COc1ccc(NC(=O)/C=C/c2ccc(Br)o2)cn1
  0.61	4	1.7	-53	2	-12	-0.1	-0.3	22
[14] O=C(OCc1ccccc1F)c1ccc2c(c1)-c1ccccc1C2=O
  nt	6	-0.1	10	-7	-20	1.3	-1.8	-18
[15] O=C(NNc1ccc(Cl)cc1)c1sccc1Cl
  1.1	1	-0.6	15	-2	-15	1.3	8.4	-19
[16] O=C(NC(C(=O)c1ccccc1)n1c(=O)cc[nH]c1=S)c1ccccc1 (configuration not stated)
  -2.6	2	0.6	-6	-4	nt	1.4	-0.5	-10
[17] CC1CCCN(C(=O)CSc2nnc3n(C4CCCC4)c(=O)c4ccccc4n23)C1 (configuration not stated)
  -2	2	0.0	14	2	-15	-0.6	-6.6	-25
[18] CCc1cccc(C)c1NC(=S)NCc1ccc2[nH]c(C)cc2c1
  -0.13	4	nt	-23	-6	nt	0.4	-23	-16
[19] CCOC(=O)c1ccc(NC(=S)N2CCN(S(C)(=O)=O)CC2)cc1
  nt	-1	-0.8	14	0	3	1.1	-0.3	-2
[20] O=C(COc1ccc(Cl)cc1)NC1=NN(c2ccccc2)C(=O)C1
  -0.33	11	0.0	13	10	6	-1.0	0.4	2
[21] COc1ccc(CCc2nc(-c3ccc(-n4cccc4)cc3)no2)cc1
  -1.1	7[fluorescence artefact?]	2.3	-27	-3	3	0.5	0.5	-16
[22] Cc1ccc(-n2nc(C(=O)c3ccccc3)n3c(=O)c(Cc4ccccc4)nnc23)cc1
  1.8	5[fluorescence artefact?]	-0.9	26	1	nt	1.0	-8.1	-2
[23] NC(=O)N=Nc1c(O)[nH]c2ccc([N+](=O)[O-])cc12
  0.031	2	-0.1	27	nt	-8	-0.5	2.6	-7
[24] Cn1ncc2cc(NC(N)=S)ccc21
  0.28	1	4.4	-7	33	-4	1.8	0.0	-8
[25] CCOC(=O)c1c(/N=C/C2=C(O)CCCC2=O)sc2c1CCCC2
  0.0049	0	0.8	4	nt	-8	2.0	-2.7	4
[26] COCC(=O)Nc1nc2n(n1)C(c1ccccc1)CC(c1ccc(OC)cc1)N2 (configuration not stated)
  -0.013	3	1.2	-362	9	-2	0.1	1.4	7
[27] O=C(CCn1ccc2ccccc21)NC1CCCc2ccccc21 (configuration not stated)
  -0.96	-2	0.8	-13	-5	-15	0.2	-0.2	-12
[28] COc1ccccc1N(CC(=O)NCCSc1ccccc1)S(C)(=O)=O
  -2.3	-1	-0.3	-10	-7	nt	-1.3	-1.1	-8
[29] c1ccc(-c2ccc3c(c2)NCCN3)cc1
  0.023	-1	31	-114	1	nt	1.4	9.3	-6
[30] Cc1ccc(N=Nc2[nH]c3ccccc3c2O)cc1
  -1.2	2	58	-3	nt	-8	0.7	1.3	100*
[31] Cc1ccc(C(=O)OCC(=O)Nc2ccccc2C(F)(F)F)cc1S(=O)(=O)N1CCOCC1
  -0.77	-3	-0.1	18	-5	10	0.5	-1.2	-12
[32] COc1ccc(C(=O)CSc2nnc3ccc(-c4ccccn4)nn23)cc1
  0.59	-1	1.4	-277	-14	-14	1.6	0.2	-12
[33] C=CCOC(=O)C1=C[C@@H](c2coc3ccccc3c2=O)C[C@@H](OCc2ccc(CO)cc2)O1
  -0.14	5	-0.1	14	-6	nt	0.1	3.4	-6
[34] COc1cccc2cc(C(=O)c3ccc([N+](=O)[O-])cc3)oc12
  -0.19	-2	68	-20	14	-12	0.6	3.9	-1
[35] COc1ccc(S(=O)(=O)N2CCN(C(=O)c3cnc(C)cn3)CC2)cc1
  0.59	-5	-0.3	-20	-3	-35	0.4	1.7	-15
[36] Cc1nn(CC(=O)NCCc2ccccc2)c(=O)c2ccccc12
  0.08	4[fluorescence artefact?]	0.5	14	3	-2	-0.5	0.1	9
[37] Cn1c(N)c(C(=O)COC(=O)C2=COCCO2)c(=O)n(C)c1=O
  0.96	4[fluorescence artefact?]	0.0	-10	8	1	1.1	0.6	-26
[38] CC(=O)Nc1sc(C)c(C)c1C(=O)OC1CCOC1=O (configuration not stated)
  nt	-6	0.1	-21	-29	2	1.0	0.3	-21
[39] CN1C(=O)CC(C(=O)Nc2ccccc2F)SC1=Nc1ccc2c(c1)OCO2 (configuration not stated)
  0.38	0	2.0	6	12	-9	-0.5	1.4	-12
[40] Cc1snc(S(=O)(=O)/C(C#N)=N/Nc2ccc(C(F)(F)F)cc2)c1C#N
  0.0076	2[fluorescence artefact?]	0.2	16	0	-3	-0.2	1.3	3
[41] Cc1nc2sc3c(c2c2nnc(SCC(=O)NCc4ccco4)n12)CCCC3
  -2.1	2	0.0	-40	-6	-5	-1.2	-1.7	-15
[42] c1nc(N2CCN(Cc3ccc4c(c3)OCO4)CC2)c2[nH]cnc2n1
  -0.31	4	3.1	-25	3	-18	1.3	-0.5	-5
[43] S=C(NCC1CCCO1)NC1CCCC1 (configuration not stated)
  1.3	0	2.4	-11	10	3	-0.6	-0.6	-16
[44] COC(=O)NCC(c1cccnc1)N1CCOCC1 (configuration not stated)
  0.24	2	1.4	4	2	-12	1.8	-0.1	-22
[45] Cc1cc(/C=C2/NC(=O)NC2=O)c(C)n1-c1ccc(N2CCOCC2)cc1
  1.3	-2	2.1	-47	-4	11	-0.6	-0.4	-4
[46] O=C(Nc1ccncc1)C1(c2ccccc2)CCCC1
  nt	-15	0.9	30	5	-12	0.7	0.3	-15
[47] COc1cc(OC)cc(C(C(=O)NC2CCCCC2)N(C(=O)c2ccno2)c2ccccc2)c1 (configuration not stated)
  0.71	-3	0.0	-11	nt	nt	0.1	0.6	-16
[48] Cc1ccc(C)c(N2CCN(C(=O)CN(C)S(=O)(=O)c3ccc4c(c3)CCC(=O)N4)CC2)c1
  nt	-3[fluorescence artefact?]	1.2	14	-1	-8	-0.3	-0.6	6
[49] O=C1c2ccccc2C(=O)N1CCCP(=O)(O)CCc1ccccc1
  0.93	-7	0.7	14	-5	-16	0.2	-0.4	-10
[50] CN(C)c1ccc(/C=N/n2c(COc3ccccc3)n[nH]c2=S)cc1
  2.5	1	0.4	-28	4	-1	0.7	2.1	1

Five records drawn at random from the list so far, as already listed:
Results follow in this order: KCC2 mod	eIF4E 4G PPI	L929 necroptosis	Calpain2 inh	Rad51 HR inh	Mdm2 ligase inh	PERK inhibitor	TNF death inh	EBV gp42 inh
[20] O=C(COc1ccc(Cl)cc1)NC1=NN(c2ccccc2)C(=O)C1
  -0.33	11	0.0	13	10	6	-1.0	0.4	2
[44] COC(=O)NCC(c1cccnc1)N1CCOCC1 (configuration not stated)
  0.24	2	1.4	4	2	-12	1.8	-0.1	-22
[43] S=C(NCC1CCCO1)NC1CCCC1 (configuration not stated)
  1.3	0	2.4	-11	10	3	-0.6	-0.6	-16
[21] COc1ccc(CCc2nc(-c3ccc(-n4cccc4)cc3)no2)cc1
  -1.1	7[fluorescence artefact?]	2.3	-27	-3	3	0.5	0.5	-16
[47] COc1cc(OC)cc(C(C(=O)NC2CCCCC2)N(C(=O)c2ccno2)c2ccccc2)c1 (configuration not stated)
  0.71	-3	0.0	-11	nt	nt	0.1	0.6	-16
